BLM inh – Bloom syndrome helicase (human) inhibition. 350,000 tested, 0.2% active. recombinant BLM DNA unwinding, fluorescence dequenching. Potency, µM (titrated, usually from 56.1 µM), without a hit: at the highest dose activity change, negative = inhibition, usual class: inhibitors. AID 2528. P54132;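 further: plate controls were vehicle for no effect and no enzyme for full effect; nearly all actives have a fitted effect of over 35% in size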
APEX1 inh – inhibitors of human APE1 endonuclease; recombinant APE1, TAMRA/BHQ-2 abasic DNA cleavage fluorescence; Potency, µM (titrated, usually from 65.8 µM), inactives show at the highest dose activity change, negative = inhibition, hits mostly inhibitors; 350,000 tested, 0.35% active; AID 2517;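 further: plate controls were vehicle for no effect and reference inhibitor for full effect; nearly all actives have a fitted effect of over 55% in size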
Target sequence (P27695 whole entry, looked up): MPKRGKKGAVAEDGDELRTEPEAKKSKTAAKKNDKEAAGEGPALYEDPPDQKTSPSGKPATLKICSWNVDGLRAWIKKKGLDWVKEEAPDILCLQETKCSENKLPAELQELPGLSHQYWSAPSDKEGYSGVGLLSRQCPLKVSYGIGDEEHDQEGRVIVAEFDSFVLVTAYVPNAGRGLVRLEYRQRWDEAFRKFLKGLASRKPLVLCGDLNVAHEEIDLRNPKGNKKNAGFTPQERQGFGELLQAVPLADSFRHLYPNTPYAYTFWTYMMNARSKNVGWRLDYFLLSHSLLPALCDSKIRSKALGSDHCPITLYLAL
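Incision of a quenched TAMRA/BHQ-2 THF abasic-site duplex (50 nM) by 0.75 nM APE1, after 15 min compound preincubation, measured as fluorescence increase over three 60 s reads. Values normalized to buffer, DMSO and NSC13755 control wells.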
JMJD2A Tudor inh – JMJD2A Tudor domain (human) inhibition. AID 504339. O75164. 390,000 tested, 4.4% active. AlphaScreen JMJD2A-Tudor / H3K4me3 peptide binding. Potency, µM (series often up to 114 µM), for the others: at the highest dose activity change, negative = inhibition, hits mostly inhibitors; further: nearly all actives have a fitted effect of over 50% in size
G9a inh – blocks human histone lysine methyltransferase G9a. Q96KQ7. Potency, µM (highest dose often 102 µM), for inactives: at the top dose activity, negative = inhibition, actives largely listed as inhibitors. G9a H3K9 monomethylation, AlphaScreen, 2 h. 350,000 tested, 8.8% active; further: nearly all actives have a fitted effect of over 75% in size
Target sequence (Q96KQ7 913-1193 limits assumed): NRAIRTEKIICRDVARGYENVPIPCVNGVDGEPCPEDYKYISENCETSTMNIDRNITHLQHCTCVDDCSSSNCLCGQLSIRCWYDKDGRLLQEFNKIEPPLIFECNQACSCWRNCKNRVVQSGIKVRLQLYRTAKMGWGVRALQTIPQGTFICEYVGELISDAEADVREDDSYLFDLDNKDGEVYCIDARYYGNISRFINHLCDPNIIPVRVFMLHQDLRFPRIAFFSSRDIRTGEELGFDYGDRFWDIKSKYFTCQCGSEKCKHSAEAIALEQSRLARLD
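Chemiluminescent proximity detection of H3K9 monomethylation, read after 10 min bead incubation in the dark. Reaction: 20 nM G9a, 500 nM biotin-H3K9 peptide, 20 uM SAM cofactor, 2 h, room temperature, following 15 min enzyme-compound preincubation.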
Pol kappa inh – inhibitors of human DNA polymerase kappa | Q9UBT6 | Potency, µM (series often up to 107 µM), without a hit: at the top dose activity, negative = inhibition, usual class: inhibitors | purified Pol kappa, fluorescent DNA synthesis assay, 10 min | AID 588579 | 400,000 tested, 0.53% active
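Readout: fluorescence, taken kinetically at 0 and 10 min. Conditions: 10 nM Pol kappa, 15 min RT compound preincubation, 50 nM substrate final. Controls: enzyme-free buffer wells.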
BAZ2B block – BAZ2B (human) inhibition; AlphaScreen BAZ2B-H3K14Ac peptide displacement; Potency, µM (series often up to 114 µM), for inactives: top-dose activity change, negative = inhibition, actives largely listed as inhibitors; 360,000 tested, 4.4% active; AID 504333; further: nearly all actives have a fitted effect of over 60% in size
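Protein-peptide AlphaScreen: BAZ2B 50 nM, b-H3K14Ac 50 nM, 1x PBS pH 7.4 + 0.01% Tween-20. Preincubation 30 min RT; cpd 30 min RT (top 110 uM); beads 20 min RT, light-protected.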
Numbers without * were called inactive; ? = inconclusive; / = not tested or not shown; & = joins results of further samples; [ ] = another dose, or the depositor's remark. The call rests on the fitted dose curve; in most records, active means well fitted curve in the direction sought with a large enough effect; inconclusive means small, poorly fitted or top-dose-only effect, or another doubt; inactive means no such curve, though single readings can be large; an effect the other way counts as inactive or inconclusive. Unless noted, on the % scale 0 is the no-effect control and ±100 the full control effect; potency means the concentration at half of the fitted maximal effect. This is a subset; count on the stated rates, not on these rows.

Every second line gives: BLM inh, APEX1 inh, JMJD2A Tudor inh, G9a inh, Pol kappa inh, BAZ2B block
#1 Fc1cccc(CNc2ncnc3ccc(-c4cccc(Cl)c4)cc23)c1
    /, 10%, /, -2%[12.7 µM], /, -5%
#2 CC1(C)O[C@@H]2[C@H](O1)[C@@H](COS(=O)(=O)O)O[C@H]2n1cnc2c(N)ncnc21
    /, 39%, /, -11%[2.33 µM], /, -10%
#3 Cc1ccc2nc3n(c(=O)c2c1)-c1ccccc1C(=O)NC3Cc1ccccc1 (stereo not drawn)
    /, -7%, /, -5%[2.33 µM], /, 3%
#4 O=C([O-])c1cc(-c2ccccc2)cc(-c2ccccc2)[n+]1Cc1ccccc1
    /, -13%, /, 22%[2.33 µM], /, 53%[activator]
#5 C#CCOCCOCCOCCNc1nc(N2CCN(C(=O)CCCCCCCCCCNC(=O)[C@H]([C@@H](C)CC)n3cc(CCCCCN)nn3)CC2)nc(N2CCN(C(=O)CCCCCCCCCCNC(=O)[C@@H]([C@H](C)CC)n3cc(CCCCCN)nn3)CC2)n1
    /, -92%, /, -1%[2.33 µM], /, 50µM*
#6 O=S(=O)(c1ccc2c(c1)OCCO2)C1CCC(O)CC1 (stereo not drawn)
    /, 1%&-1%, /, 4%&12%[12.7 µM], /, 0%&-6%
#7 Cn1ccc2cc(-c3ccc4ncnc(NCc5ccc6c(c5)OCO6)c4c3)ccc21
    /, -10%, /, 7%[12.7 µM], /, -37%
#8 CN(C)c1ccc(C(CNC(=O)c2ccc(-c3ccccc3)cc2)N2CCOCC2)cc1 (stereo not drawn)
    /, -15%, /, 14µM*, /, 35µM*
#9 Cc1cc(C)c2sc(N(CCCN(C)C)C(=O)c3ccc(S(=O)(=O)N4CCc5ccccc5C4)cc3)nc2c1
    /, 15%, /, 22µM*, /, -20%
#10 Cc1ccc2c(c1)-n1c(nc3cc(F)ccc3c1=O)C(Cc1ccccc1)NC2=O (stereo not drawn)
    /, -13%, /, -7%[0.501 µM], /, 3%
#11 CCOC(=O)c1nn(-c2ccccc2)c(=O)c2c(N)sc(C)c12
    /, 9%, /, -38%[12.7 µM], /, ?
#12 Cc1nnc(NC(=O)c2cc(-c3ccco3)nc3ccccc23)s1
    /, -71%, /, 40µM*, /, 40µM*
#13 CC(OC(=O)/C(C#N)=C/c1ccc(N(C)C)cc1)C(=O)NCc1ccco1 (stereo not drawn)
    /, 7%, /, 1%[0.501 µM], /, 7%
#14 O=C1c2ccccc2C(=O)C1(O)O
    /, ?, /, -7%[0.501 µM], /, -2%
#15 C#CCOCCOCCOCCNc1nc(N2CCN(C(=O)CCCCCCCCCCNC(=O)[C@H](CO)n3cc(CCCSC)nn3)CC2)nc(N2CCN(C(=O)CCCCCCCCCCNC(=O)[C@H](CCCCN)n3cc(C[C@@H](C)CC)nn3)CC2)n1
    /, ?, /, -46%[12.7 µM], /, ?
#16 Cc1cc2c(s1)c1c(C)nn(Cc3ccc(F)cc3)c(=O)c1n2C
    /, -1%, /, -1%[12.7 µM], /, 1%
#17 O=C1NC(Cc2ccccc2)c2nc3ccc(Cl)cc3c(=O)n2-c2ccc(Cl)cc21 (stereo not drawn)
    /, -16%, /, 21%[2.33 µM], /, 6%
#18 CC(C)[C@@]1(c2ccccc2)ON(c2ccccc2C(F)(F)F)C1=O
    /, 15%, /, 5%[0.501 µM], /, 118%[activator]
#19 O=C(NCc1ccccc1Br)c1cccc2c1C(=O)c1ccc(N3CCOCC3)cc1S2(=O)=O
    /, -9%, /, 10%[2.33 µM], /, -28%
#20 O=C(O)c1cccc(-c2noc(-c3ccccc3F)n2)c1
    2%, /, -19%, 2%[12.7 µM], /, /
#21 Cc1cc(NC2CCCCC2)nc(-n2nc(C)cc2C)n1
    /, /, /, 38%[activator][59 µM], 1%[60.1 µM], /
#22 CO/S(=N\S(=O)(=O)c1ccc(Cl)cc1)c1ccc([N+](=O)[O-])cc1 (stereo not drawn)
    /, /, /, 3.2µM*, -5%[60.1 µM], /
#23 COc1ccc(-c2cc3ncc(C)n3c(Nc3ncccc3C(N)=O)n2)cc1OC
    /, /, /, 19µM*, -15%[60.1 µM], /
#24 COc1ccccc1N1CCN(CCN(C(=O)c2ccc(I)cc2)c2ccccn2)CC1
    /, /, /, 21µM*, ?, /
#25 O=C1NC(=O)/C(=C/c2ccc3c(c2)OC(F)(F)O3)S1
    /, /, /, 55%[59 µM], -5%[60.1 µM], /
#26 O=C(c1ccc(Cl)cc1)N1CCN(c2ccc([N+](=O)[O-])c3ncccc23)CC1
    /, /, /, ?, -17%[60.1 µM], /
#27 C=C1C[C@@]23CC[C@H]4[C@@](C)(CCC[C@@]4(C)C(=O)O)[C@@H]2CC[C@]1(O)C3
    /, /, /, ?, -2%[60.1 µM], /
#28 NC(=S)c1ccc[n+]([C@@H]2O[C@@H](COP(=O)([O-])OP(=O)(O)OC[C@H]3O[C@@H](n4cnc5c(N)ncnc54)[C@H](OP(=O)(O)O)[C@@H]3O)C(O)C2O)c1 (stereo partly drawn)
    /, /, /, 7.9µM*, 3%[60.1 µM], /
#29 O=C(O)CCC/C=C\C[C@@H]1[C@@H](/C=C/[C@H](O)C2Cc3ccccc3C2)[C@@H](F)C[C@@H]1O
    /, /, /, -4%[59 µM], -1%[60.1 µM], /
#30 O=C(Nc1nc2ccccc2n1CCN1CCOCC1)c1cccc([N+](=O)[O-])c1
    /, /, /, 9%[59 µM], -19%[60.1 µM], /

Single values from the list:
Under BAZ2B block, no. 12 shows 40µM*
Under G9a inh, no. 3 shows -5%[2.33 µM]

Next records follow.
Every second line gives: BLM inh, APEX1 inh, JMJD2A Tudor inh, G9a inh, Pol kappa inh, BAZ2B block
#31 O=C1NC(=O)/C(=C/c2ccc(-c3ccc(F)cc3O)o2)S1
    /, /, /, 21µM*, ?, /
#32 Oc1ccc(/C=C/c2ccc(/C=C/c3ccc(O)cc3)c(Br)c2)cc1
    /, /, /, ?, 2%[60.1 µM], /
#33 NC(C(=O)O)c1cc(O)c(Cl)c(O)c1 (stereo not drawn)
    /, ?, /, 21%[59 µM], -8%[19.4 µM], /
#34 N#Cc1cc2c(OCC(O)CN3CCN(C(c4ccccc4)c4ccccc4)CC3)cccc2[nH]1 (stereo not drawn)
    /, -9%&-8%, /, -42%&-36%[59 µM], -2%&1%[19.4 µM], /
#35 O=C1CC2(CCCC2)CC(=O)N1CCCCNCC1COc2ccccc2O1 (stereo not drawn)
    /, -4%, /, 37%[59 µM], 3%[19.4 µM], /
#36 OC[C@H]1O[C@@H](n2cnc3c(N[C@H]4C[C@H]5CC[C@@H]4C5)ncnc32)[C@H](O)[C@@H]1O
    /, 2%, /, 35%[59 µM], 4%[19.4 µM], /
#37 CNC(=O)[C@H]1O[C@@H](n2cnc3c(NCc4ccc(N)cc4)ncnc32)[C@H](O)[C@@H]1O
    /, 3%, /, 15%&0%[59 µM], -2%[60.1 µM], /
#38 O=c1ccn([C@@H]2O[C@H](COP(=O)(O)O)[C@@H](O)[C@H]2O)c(=O)[nH]1
    /, -4%, /, 32%[59 µM], 7%[19.4 µM], /
#39 O=c1ccn([C@@H]2O[C@H](COP(=O)(O)OP(=O)(O)OP(=O)(O)O)[C@@H](O)[C@H]2O)c(=O)[nH]1
    /, ?, /, 41%[59 µM], 5%[19.4 µM], /
#40 N[C@@H](Cc1cc(I)c(Oc2ccc(O)cc2)c(I)c1)C(=O)O
    /, 2%, /, 25%[59 µM], 2%[19.4 µM], /
#41 CC[C@@H](C)[C@H](NS(=O)(=O)c1cccc2ccccc12)C(=O)N[C@H](C=O)Cc1c[nH]c2ccccc12
    /, -1%, /, 0%[59 µM], 4%[19.4 µM], /
#42 N[C@H](CS)C(=O)O
    /, 5%, /, -1%[59 µM], 6%[19.4 µM], /
#43 CC=C1C2C=C(C)CC1(N)c1ccc(=O)[nH]c1C2 (stereo not drawn)
    /, -1%, /, 47%[59 µM], 2%[19.4 µM], /
#44 C1CCC(NC(=NC2C3CC4CC(C3)CC2C4)N2CCOCC2)CC1 (stereo not drawn)
    /, 3%&-1%, /, 25%&34%[59 µM], 10%&1%[19.4 µM], /
#45 CC(N)(C(=O)O)c1ccc(P(=O)(O)O)cc1 (stereo not drawn)
    /, -6%, /, 34%[59 µM], 6%[19.4 µM], /
#46 O=C1c2ccccc2CCC1CNCCc1ccc(O)cc1 (stereo not drawn)
    /, 5%, /, 7.9µM*, -2%[19.4 µM], /
#47 COCCNC(=O)COc1ccc(OCCNC[C@H](O)COc2ccccc2)cc1
    /, 6%, /, 29%[59 µM], 6%[19.4 µM], /
#48 CC(N)(COP(=O)(O)O)C(=O)O (stereo not drawn)
    /, 13%, /, 32%[59 µM], 1%[19.4 µM], /
#49 OCc1cc2c(cn1)[nH]c1ccccc12
    /, -2%, /, 37%[59 µM], 7%[19.4 µM], /
#50 CC(C)=CC[C@@H](O)C1=CC(=O)c2c(O)ccc(O)c2C1=O
    /, 7.1µM*, /, 6.3µM*, 0.89µM*, /
#51 CC[C@H](C)[C@H](NC(=O)[C@H](CCCN=C(N)N)NC(=O)[C@H](CCCN=C(N)N)NC(=O)[C@H](CC(C)C)NC(=O)[C@H](Cc1ccccc1)NC(=O)CNC(=O)CN)C(=O)N[C@@H](CCCN=C(N)N)C(=O)N1CCC[C@H]1C(=O)N[C@@H](CCCCN)C(=O)N[C@@H](CC(C)C)C(=O)N[C@@H](CCCCN)C(=O)O
    /, -1%, /, 12%[59 µM], 4%[19.4 µM], /
#52 N#CC(C#N)=C(N)/C(C#N)=C/c1ccc2[nH]ccc2c1
    /, -9%&-4%, /, 5%[59 µM], -6%&-3%[19.4 µM], /

Some of the entries so far, with bars between the fields.
no. | SMILES | BLM inh | APEX1 inh | JMJD2A Tudor inh | G9a inh | Pol kappa inh | BAZ2B block
31 | O=C1NC(=O)/C(=C/c2ccc(-c3ccc(F)cc3O)o2)S1 | / | / | / | 21µM* | ? | /
32 | Oc1ccc(/C=C/c2ccc(/C=C/c3ccc(O)cc3)c(Br)c2)cc1 | / | / | / | ? | 2%[60.1 µM] | /
33 | NC(C(=O)O)c1cc(O)c(Cl)c(O)c1 (stereo not drawn) | / | ? | / | 21%[59 µM] | -8%[19.4 µM] | /
34 | N#Cc1cc2c(OCC(O)CN3CCN(C(c4ccccc4)c4ccccc4)CC3)cccc2[nH]1 (stereo not drawn) | / | -9%&-8% | / | -42%&-36%[59 µM] | -2%&1%[19.4 µM] | /
35 | O=C1CC2(CCCC2)CC(=O)N1CCCCNCC1COc2ccccc2O1 (stereo not drawn) | / | -4% | / | 37%[59 µM] | 3%[19.4 µM] | /
36 | OC[C@H]1O[C@@H](n2cnc3c(N[C@H]4C[C@H]5CC[C@@H]4C5)ncnc32)[C@H](O)[C@@H]1O | / | 2% | / | 35%[59 µM] | 4%[19.4 µM] | /
37 | CNC(=O)[C@H]1O[C@@H](n2cnc3c(NCc4ccc(N)cc4)ncnc32)[C@H](O)[C@@H]1O | / | 3% | / | 15%&0%[59 µM] | -2%[60.1 µM] | /
38 | O=c1ccn([C@@H]2O[C@H](COP(=O)(O)O)[C@@H](O)[C@H]2O)c(=O)[nH]1 | / | -4% | / | 32%[59 µM] | 7%[19.4 µM] | /
39 | O=c1ccn([C@@H]2O[C@H](COP(=O)(O)OP(=O)(O)OP(=O)(O)O)[C@@H](O)[C@H]2O)c(=O)[nH]1 | / | ? | / | 41%[59 µM] | 5%[19.4 µM] | /
40 | N[C@@H](Cc1cc(I)c(Oc2ccc(O)cc2)c(I)c1)C(=O)O | / | 2% | / | 25%[59 µM] | 2%[19.4 µM] | /

High-throughput results (PubChem)
